From PubChem
WT yeast gro inh: growth inhibition of WT yeast, mitochondrial fusion screen; mitochondrial fusion phenotypic screen, WT strain; inhibition, % at 10 µM; hit rate 2.1% among 190,000; AID 1362; in the data active = inhibition above about 58%; tested in S. cerevisiae
Autophagy mod: alters autophagy in cells; MEF GFP-LC3 puncta imaging; test concentration mostly 10 µM; calls only at 10 µM (by protocol); hit rate 0.98% among 190,000;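 active = percentage of spot-positive cells more than 3 SD above its plate mean, without a fluorescence outlier flag or 80% toxicity; inconclusive = no clear call, values can overlap the other calls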;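 also: spot-positive cell cutoff set from DMSO-treated cells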
Myeloid diff 2: compounds promoting myeloid differentiation; ER-HoxA9 myeloid progenitors, lysozyme-GFP differentiation, flow cytometry; calls only at 10 µM; hit rate 1% among 360,000;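 active = normalized GFP-positive differentiation at or above the plate's own cutoff, the solvent-only control mean plus 3 SD; inconclusive = no clear call, values can overlap the other calls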;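 also: cells exposed to compound for four days before flow analysis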
Ins promoter up: MIN6 insulin promoter up-regulation; MIN6 insulin promoter-GFP reporter, high-content imaging; stronger effect = higher value; AID 1625; z-score at 5 µM; hit rate 0.3% among 190,000;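 active = z-score above 3 at 5 µM with at least 500 cells counted in the well; inconclusive = wells under 500 cells, flagged as cytotoxic or low count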
MT stabilizer: stabilizes microtubules in HeLa cells; % tubulin-high responders, % at 10 µM; HeLa tubulin immunostaining HCS, 24 h; share of cells brighter than vehicle mean+2SD; hit rate 0.83% among 200,000;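 active = plate Z-score above 3 for both tubulin-high and condensed-nucleus cell shares, with cell loss under 80%, at 10 µM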;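 also: anti alpha tubulin signal scored within the nucleus-defined area of each cell; some results filed as inactive read as strong as hits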
bCat nuc transl: modulators of beta-catenin nuclear translocation; HeLa beta-catenin nuclear translocation, immunofluorescence imaging; nuclear translocation activity, % at 5 µM; hit rate 0.3% among 190,000; AID 1665;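 active = nuclear translocation activity above 50% at 5 µM, with a well cell count of 50 or more; inconclusive = wells under 50 cells across six images, flagged as toxic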;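 also: per-cell ratio of nuclear to cytoplasmic median beta-catenin stain intensity; plate controls were DMSO negative control for no effect and GSK-3 inhibitor IX positive control for full effect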
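test system = HeLa cells, endogenous beta-catenin | dosing = single 5 µM dose plus 0.02–20 µM confirmation series | times = compound treatment 24 h, 37°C, 5% CO2 | technique = beta-catenin immunofluorescence imaging with DAPI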
T cell HTS: T cell immune modulation candidate; hit rate 0.068% among 330,000; AID 2052; calls only at 7 µM; 2C CD8+ T cell-vesicle binding, flow cytometry; stronger effect = lower value;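 active = response, share of CD8 T cells binding vesicles, and their 90th percentile fluorescence all below set limits, cut at about 80% in these data, passing the limit was not always enough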
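System: murine 2C transgenic CD8+ T lymphocytes; also added: QL9-loaded Drosophila micro-vesicles; times: binding 1.5 h at 37 °C; measured by: flow cytometry, PE anti-B7-1 (FL2) versus Alexa647 anti-CD8 (FL8), PFA-fixed; control set: Peptide-free naked vesicles (low) and QL9 vesicles with 0.7% DMSO vehicle (high)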
West Nile antiviral: inhibition of WNV-induced cytopathic effect – cell-based, CPE readout (AID 1621); West Nile virus-infected cells, CPE inhibition; higher % means a stronger effect; hit rate 0.02% among 290,000; CPE inhibition, % at 10 µM, or IC50 in µM where a hit was titrated; in the data active = a potency from the dose series; inconclusive = CPE inhibition mostly from about 3.7% at the one dose, without a potency; inactive = the rest, 99 in 100 with CPE inhibition below about 2.2%; also: strong numbers were not always called active
Lipid droplet: hepatic lipid droplet formation modulation. hit rate 0.4% among 240,000. inhibition, % at 6.5 µM. AML12 mouse hepatocytes, oleate lipid droplets, BODIPY imaging;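 active = lipid droplet intensity inhibited by at least 50%, with more than 500 cells counted; inconclusive = wells with under 300 cells, treated as cytotoxic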
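material = mouse AML12 hepatocyte cell line, fixed after treatment | also added = 100 µM oleic acid challenge | doses = compound at 6.5 µM only | schedule = overnight exposure | technique = Image-based BODIPY and DAPI two-channel analysis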
WT yeast gro inh mutant strain: second read-out of WT yeast gro inh, no call of its own (marks repeat the call); inhibition, %; mitochondrial fusion phenotypic screen, mutant strain inhibition
Ins promoter up cell count: recorded beside Ins promoter up, whose call it bears; cell count; measured here: cytotoxicity, nuclei count;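 total cells summed across four imaged fields per well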
Lipid droplet cells 6.5 µM: also measured in Lipid droplet; calls as there; cell count; measured here: cell count, cytotoxicity flag;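 cells counted across two imaged fields per well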
bCat nuc transl cell count 5 µM: further read-out of bCat nuc transl, marked with its call; cell count; measured here: cell count, cytotoxicity flag
T cell HTS vesicle-bound %: also measured in T cell HTS; calls as there; double positive events, %; measured here: CD8+ vesicle-bound cell fraction;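 binding gate set so that unloaded-vesicle control wells show 10% double positive cells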
MT stabilizer Hoechst-high %: further read-out of MT stabilizer, marked with its call; % Hoechst-high responders; measured here: nuclear condensation Hoechst responders;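 share of cells brighter than vehicle mean plus two SD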
MT stabilizer cytotoxicity %: also measured in MT stabilizer; calls as there; toxicity, %; measured here: cytotoxicity by cell density;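 0% = mean cell density of plate MIN control wells and 100% = no cells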
Autophagy mod cell loss 18 h: also measured in Autophagy mod; calls as there; toxicity, %; measured here: cell loss, nuclei count;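 cell loss after 18 h compound exposure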
Myeloid diff 2 GFP+ MAC1+ %: second read-out of Myeloid diff 2, no call of its own (marks repeat the call); GFP+ MAC1+ double positive, %; measured here: differentiation confirmed by MAC1 staining
Starred values were filed as active, the others as inactive; i = inactive; u = inconclusive; x = no result given.

SMILES	WT yeast gro inh	WT yeast gro inh mutant strain	Autophagy mod	Autophagy mod cell loss 18 h	Myeloid diff 2	Myeloid diff 2 GFP+ MAC1+ %	Ins promoter up	Ins promoter up cell count	MT stabilizer	MT stabilizer Hoechst-high %	MT stabilizer cytotoxicity %	bCat nuc transl	bCat nuc transl cell count 5 µM	T cell HTS	T cell HTS vesicle-bound %	West Nile antiviral	Lipid droplet	Lipid droplet cells 6.5 µM
Cn1cccc1-c1cc(C(=O)N/N=C/c2ccc([N+](=O)[O-])cc2)[nH]n1	x	x	x	x	i	0.5	x	x	x	x	x	x	x	i	33.1	-0.3%	-6.1	658
Cn1nc(C(=O)OCC(=O)NC2CCS(=O)(=O)C2)c2ccccc2c1=O (stereo not drawn)	5.3	7.4	i	-10.8	i	1.0	-0.21	1248	2.8	3.8	6.3	-0.8	1087	i	42.3	0.2%	2.8	692
COc1ccc(C(=O)N/N=C/c2ccccc2C(=O)O)cc1OC	x	x	x	x	i	1.3	-0.25	1086	x	x	x	0.9	1306	i	59.2	-0.3%	-25.9	706
COC(=O)c1ccc(/C=N/NS(=O)(=O)c2cc(C)ccc2C)cc1	-13.2	-5.1	i	13.8	i	0.4	x	x	4.3	3.7	8.6	0.3	948	i	4.8	-0.2%	24.4	587
COc1ccc(CN2CCC(N(CCc3ccccc3)Cc3ccccc3)CC2)c(OC)c1	51.6	39.5	i	26.9	i	0.2	x	x	2.3	3.2	3.2	3.7	1035	i	48.3	-1.2%	-9.4	704
COCCNC(=S)NCc1cccs1	11.1	19.2	i	-47.9	i	0.4	-0.13	1472	2.8	2.0	10.0	-3.0	1044	i	8.6	0.0%	-1.3	666
O=Cc1c(NC2CCCCC2)c2ccccc2[nH]c1=O	x	x	x	x	i	0.4	x	x	x	x	x	x	x	i	55.7	0.0%	-3.6	855
O=C1SCCC1NS(=O)(=O)c1ccc([N+](=O)[O-])cc1 (stereo not drawn)	x	x	x	x	i	1.0	x	x	x	x	x	x	x	i	38.3	-0.4%	-0.4	803
Cc1ccc(S(=O)(=O)Nc2cccc(NC(=O)CN3CCCCC3)c2)cc1	-7.2	-5.0	i	-5.0	i	1.0	-0.88	871	1.3	0.9	7.1	-2.1	1138	i	24.2	-0.6%	-42.7	562
COc1ccc(/C=N/n2cnnc2SCc2ccccc2)cc1	12.1	-14.8	i	-26.7	i	1.4	-0.66	1392	2.9	1.8	11.3	-7.4	994	i	57.3	0.8%	x	x
CCc1ccc(-c2cc(C(=O)O)c3ccccc3n2)s1	x	x	x	x	i	1.6	x	x	x	x	x	x	x	i	26.2	0.3%	3.0	819
Cc1ccccc1NC(=O)C1C2CCC(O2)C1C(=O)O (stereo not drawn)	-13.1	-2.4	i	-2.2	i	1.0	x	x	2.6	1.9	4.7	0.7	1196	i	23.9	0.6%	-6.3	690
Cc1ccc(-n2c(=O)[nH]c3c(C(N)=O)nc(C(C)C)nc32)cc1	x	x	x	x	i	0.3	x	x	x	x	x	x	x	i	53.7	-0.5%	-3.8	716
Cc1cc(C)c(S(=O)(=O)Cc2ccc(Cl)cc2)c(=O)[nH]1	-4.0	-11.4	i	4.2	i	0.1	-0.03	1150	1.9	2.2	0.9	-2.8	1061	i	37.2	-0.2%	-8.5	680
CCOCCCNCc1ccc(OCc2ccc(F)cc2)c(OC)c1	2.6	18.7	i	33.7	i	0.6	-0.42	1640	3.1	1.5	6.1	-2.4	1090	i	41.2	-0.5%	1.9	667

Next part; it opens with the two that closed the last part.
SMILES	WT yeast gro inh	WT yeast gro inh mutant strain	Autophagy mod	Autophagy mod cell loss 18 h	Myeloid diff 2	Myeloid diff 2 GFP+ MAC1+ %	Ins promoter up	Ins promoter up cell count	MT stabilizer	MT stabilizer Hoechst-high %	MT stabilizer cytotoxicity %	bCat nuc transl	bCat nuc transl cell count 5 µM	T cell HTS	T cell HTS vesicle-bound %	West Nile antiviral	Lipid droplet	Lipid droplet cells 6.5 µM
Cc1cc(C)c(S(=O)(=O)Cc2ccc(Cl)cc2)c(=O)[nH]1	-4.0	-11.4	i	4.2	i	0.1	-0.03	1150	1.9	2.2	0.9	-2.8	1061	i	37.2	-0.2%	-8.5	680
CCOCCCNCc1ccc(OCc2ccc(F)cc2)c(OC)c1	2.6	18.7	i	33.7	i	0.6	-0.42	1640	3.1	1.5	6.1	-2.4	1090	i	41.2	-0.5%	1.9	667
C=CCC1C=C(C)CC(CC=C)N1 (stereo not drawn)	-11.4	3.5	i	8.0	i	0.3	2.79	1308	3.4	2.6	1.8	-0.2	987	i	52.7	-0.2%	14.4	682
CN(Cc1ccccc1)Cc1c(F)cccc1F	-5.1	3.6	i	-7.5	i	7.1	0.11	1428	2.2	1.8	6.5	0.1	1041	i	37.0	0.5%	-2.0	653
CC(=O)NCCC(=O)Nc1nc(-c2cccs2)c(-c2cccs2)s1	-7.0	28.4	i	3.2	i	1.0	0.27	1285	3.9	2.2	3.5	3.5	1083	i	30.2	-0.8%	9.1	590
COc1ccc(CCNC(=O)CN2C(=O)NC(C)(c3ccc([N+](=O)[O-])cc3)C2=O)cc1 (stereo not drawn)	-16.5	7.7	i	-2.9	i	0.1	1.71	1088	5.6	1.8	2.7	1.0	1015	i	15.5	-1.0%	24.6	698
COCCCn1c(C)nnc1-c1cnn(-c2ccccc2)c1N	-5.2	-4.9	i	1.1	i	0.5	0.08	1336	2.3	2.5	7.0	-2.6	1051	i	30.9	1.1%	8.9	658
CCCc1nc(SCC(=O)Nc2nnc(SCC)s2)c2c(=O)n(C)c(=O)n(C)c2n1	-5.1	-2.8	i	10.0	i	2.7	-0.33	1160	3.9	1.3	3.6	-1.4	1078	i	13.3	-0.1%	-10.8	646
CC1(C)CC(C(CCN(Cc2ccccc2)C(=O)c2ccco2)c2ccc(F)cc2)CCO1 (stereo not drawn)	74.5*	-3.8*	i	-3.9	i	0.4	-0.06	1148	3.1	3.2	6.2	0.7	884	i	49.7	-0.1%	-1.1	583
CC1CCN(C(=O)C(C)c2ccc([N+](=O)[O-])cc2)CC1 (stereo not drawn)	-11.3	-0.9	i	-10.2	i	0.1	-0.37	1631	3.9	3.4	7.7	8.1	928	i	61.4	0.3%	-2.7	669
O=S(=O)(NCc1ccccn1)c1cc(C(F)(F)F)ccc1Cl	-8.0	-11.1	i	33.0	i	0.7	1.09	1101	2.0	2.5	7.2	-0.2	1047	i	9.0	1.4%	-17.5	668
CC1(C)Cc2c(c(N3CCOCC3)nc3snc(NC(=O)c4ccccc4)c23)CO1	-27.5	-22.5	i	-3.9	i	2.5	-0.32	933	3.4	2.0	14.3	x	x	i	44.5	0.4%	10.6	795
COC(=O)c1ccc(COc2ccccc2/C=N/NS(=O)(=O)c2ccccc2)cc1	-3.1	-0.5	i	-12.6	i	3.1	0.03	1485	23.1*	39.6*	30.0*	1.4	1369	i	54.2	u	x	x
CCc1nc2ccc(Cc3ccc4nc(CC)[nH]c4c3)cc2[nH]1	x	x	x	x	i	0.9	x	x	x	x	x	x	x	i	12.4	0.2%	13.1	824
O=C(NC1CCCC1)C1C2C=CC(C2)C1C(=O)N1CCOCC1 (stereo not drawn)	9.8	14.6	i	22.2	i	2.5	0.68	972	2.1	1.9	10.5	-1.7	1192	i	50.7	1.5%	x	x
COc1cc2c(cc1OC)C(C(=O)NCc1ccco1)C1c3ccccc3CCN1C2=O (stereo not drawn)	-8.5	-6.8	i	11.7	i	0.7	-0.81	1352	1.8	1.7	6.6	0.3	1382	i	7.1	1.4%	x	x
COCCn1nnnc1C(c1ccccn1)N1CCN(c2cc(C)ccc2C)CC1 (stereo not drawn)	16.6	9.8	i	37.2	i	2.6	0.04	1080	2.2	1.4	13.1	-6.5	1201	i	59.8	-0.8%	-14.1	723
O=C(O)c1ccccc1C(=O)Nc1ccc(Br)c(C(F)(F)F)c1	x	x	x	x	i	0.8	-0.11	1071	x	x	x	0.1	1269	i	33.9	0.7%	15.6	693
COc1ccc(C(=O)Cn2nnc(-c3ccccc3-n3cnnn3)n2)cc1	33.3	17.9	i	-9.5	i	3.8	-1.48	1261	1.8	1.8	9.1	-7.2	1023	i	23.8	0.0%	x	x
CCC(C)c1ccc2oc(-c3ccc(NC(=O)c4ncn[nH]4)cc3)nc2c1 (stereo not drawn)	5.5	9.9	i	12.5	i	8.3	-0.17	1246	3.8	1.5	4.0	1.4	1050	i	33.6	0.3%	-0.8	452
O=C(c1ccc(NS(=O)(=O)c2cccc3cccnc23)cc1)N1CCCCC1	1.1	-2.4	i	15.0	i	0.1	0.11	1381	2.4	1.3	11.1	0.1	1521	i	44.4	-1.0%	7.9	683
CCC1CCCCN1CCCNC(=O)c1ccc(CS(=O)(=O)c2ccccc2OC)o1 (stereo not drawn)	x	x	x	x	i	2.4	x	x	x	x	x	x	x	i	4.4	0.2%	-9.5	726
COC(=O)Cc1cc(=O)n2[nH]c(C)nc2n1	10.2	14.5	i	-5.5	i	1.9	0.08	1220	2.8	1.7	3.5	-1.0	1082	i	30.1	-0.2%	-2.4	750
Cc1cnn(Cc2cccnc2)c1N	x	x	x	x	i	0.8	0.48	1059	x	x	x	-0.1	1314	i	24.2	0.5%	14.5	679
CCC(=O)N1CCC(c2ccc(OC)cc2)=N1	-2.8	-0.6	i	3.0	i	0.1	1.74	1440	8.6	4.3	2.9	0.4	756	i	54.1	0.2%	9.5	710
CN1C(=O)N(C)C(NC(=O)Nc2ccccc2)C1NC(=O)Nc1ccccc1 (stereo not drawn)	-10.0	3.2	i	-17.2	i	0.3	0.07	1235	2.7	2.4	7.8	2.0	1136	i	39.9	0.1%	1.7	724
O=C(CCl)N(c1ccccc1)C1CCS(=O)(=O)C1 (stereo not drawn)	-50.7	-11.4	i	15.5	i	1.8	1.51	1326	4.4	2.8	2.5	1.7	1017	i	33.6	-0.5%	10.4	684
